GPR55 LPI antagonism – GPR55 antagonists blocking LPI-driven arrestin recruitment, primary screen, imaging, U2OS, beta-arrestin-GFP, LPI agonist (AID 2013); U2OS GPR55 beta-arrestin-GFP translocation imaging, LPI antagonism; higher % means a stronger effect; one-dose inhibition, % at 10 µM; IC50 in µM for titrated hits; hit rate 0.13% among 290,000;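 active = spots per cell inhibited over 60%, with over 100 cells counted and total cytoplasm intensity under 500,000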;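 also: U2OS cells stably carrying GPR55 and arrestin-GFP stimulated by 5 µM LPI near EC80; imaged beta-arrestin-GFP aggregate spots per cell after agonist stimulation; plate controls were LPI-stimulated DMSO wells for no effect and DMSO wells without LPI for full effect; some results filed as inactive read as strong as hits; confirmed hits need IC50 under 10 µM and bright autofluorescent wells are also inconclusive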
Rac1 GTP hydrolysis – MgcRacGAP GTPase-activating activity inhibitors, confirmation, biochemical, ADP Hunter fluorescence; hit rate 0.6% among 340,000; MgcRacGAP-stimulated Rac1 GTP hydrolysis, ADP Hunter fluorescence; higher % means a stronger effect; GST-tagged Rac1 F28L mutant substrate; one-dose inhibition, % at 30 µM; IC50 in µM for titrated hits;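 active = first-screen hits whose inhibition reached a set limit at any dose in the follow-up dose series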;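 also: fluorescence reports GDP produced by GAP-driven GTP hydrolysis; strong numbers were not always called active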
Myeloid diff MLP – induction of myeloid progenitor differentiation, primary screen, cell-based, flow cytometry, MLPCN library. ER-HoxA9 myeloid progenitors, lysozyme-GFP differentiation. calls only at 10 µM. hit rate 1% among 360,000. AID 624256, 2012;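 active = normalized GFP-positive differentiation at or above the plate's own cutoff, the solvent-only control mean plus 3 SD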;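 also: cells exposed to compound for four days before flow analysis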
HIV fusion peptide – inhibitors of HIV fusion peptide binding, primary screen, biochemical, uHTS, fluorescence dequenching (AID 1986); cell-free peptide binding, fluorescence dequenching, 30 min; higher % means a stronger effect; inhibition, % at 20 µM, or IC50 in µM where a hit was titrated; hit rate 0.3% among 290,000; in the data active = inhibition mostly above about 52%, no sharp cut-off; inactive = mostly below about 76%; also: some results filed as inactive read as strong as hits
PhoP inhibition – inhibitors of PhoP regulon expression, primary screen, Salmonella Typhimurium, GFP reporter (AID 1863) | hit rate 0.16% among 300,000 | S. Typhimurium PhoP-regulated promoter GFP reporter, 4 h; higher % means a stronger effect | inhibition, % at 50 µM, or IC50 in µM where a hit was titrated;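 active = inhibition over 29.93%, a cutoff 3 SD above the screen mean, later confirmed by dose response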;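 also: 0% = low Mg2+ inducing control and 100% = high Mg2+ repressing control; strong numbers were not always called active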
GPR35 antagonists – GPR35 antagonists blocking zaprinast-driven arrestin recruitment, primary screen, imaging, U2OS, beta-arrestin-GFP, zaprinast agonist (AID 2058); G-protein coupled receptor 35 (Homo sapiens); U2OS GPR35 beta-arrestin-GFP translocation imaging, zaprinast antagonism; higher % means a stronger effect; one-dose inhibition, % at 10 µM; IC50 in µM for titrated hits; hit rate 0.052% among 290,000;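 active = inhibition of at least 50% with at least 30 cells and total cytoplasm GFP at most 10,000,000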
NTR1 agonist – agonists of NTR1, primary screen, imaging, U2OS cells, beta-arrestin-GFP, high content (AID 493036); activation, % at 20 µM; NTR1-U2OS beta-arrestin-GFP spot imaging, agonist mode; hit rate 0.17% among 330,000; Neurotensin receptor type 1 (Homo sapiens), P30989;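 active = activation at or above 40% of the spot to cytoplasm intensity ratio, with at least 20 cells analyzed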;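 also: 0% = DMSO without peptide and 100% = 100 nM NTR1 peptide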
Target sequence (P30989 whole entry, looked up): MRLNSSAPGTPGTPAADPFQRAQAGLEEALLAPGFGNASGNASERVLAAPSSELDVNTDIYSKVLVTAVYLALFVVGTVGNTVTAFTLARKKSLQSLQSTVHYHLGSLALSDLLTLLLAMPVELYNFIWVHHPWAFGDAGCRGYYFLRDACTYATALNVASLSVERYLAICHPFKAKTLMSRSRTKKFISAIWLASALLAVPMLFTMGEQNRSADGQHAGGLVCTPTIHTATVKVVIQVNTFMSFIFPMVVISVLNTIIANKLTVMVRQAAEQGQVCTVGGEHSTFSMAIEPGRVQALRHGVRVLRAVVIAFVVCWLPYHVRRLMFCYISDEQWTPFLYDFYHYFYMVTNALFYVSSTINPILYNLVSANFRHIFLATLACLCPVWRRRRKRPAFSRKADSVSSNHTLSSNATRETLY
Siah-1 displacement – Siah-1 peptide-binding antagonists, primary screen, biochemical, fluorescence polarization, rhodamine-plectin, uHTS (AID 1817) | E3 ubiquitin-protein ligase SIAH1 (Homo sapiens) | Siah-1 / rhodamine-plectin peptide fluorescence polarization; higher % means a stronger effect | displacement, % at 20 µM, or IC50 in µM where a hit was titrated | hit rate 0.02% among 290,000;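 active = displacement of at least 50% at 20 µM, with a fluorescence ratio check between 0.3 and a set limit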;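 also: plate controls were Siah plus tracer with DMSO for no effect and tracer alone without Siah for full effect; strong numbers were not always called active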
LYP inhibition – inhibitors of LYP phosphatase, biochemical, fluorescence intensity, uHTS (AID 1779). hit rate 0.054% among 290,000. Tyrosine-protein phosphatase non-receptor type 22 (Homo sapiens). recombinant LYP phosphatase, fluorescence intensity; higher % means a stronger effect. inhibition, % at 11.5 µM; hits with a dose series show IC50 in µM; in the data active = inhibition above about 50%;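 also: plate controls were vehicle with enzyme for no effect and no enzyme for full effect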
NTR1 agonist cell count 20 µM – also measured in NTR1 agonist; calls as there; cell count; measured here: cell count, cytotoxicity flag
Myeloid diff MLP GFP+ MAC1+ % – recorded beside Myeloid diff MLP, whose call it bears; GFP+ MAC1+ double positive, %; measured here: differentiation confirmed by MAC1 staining
The depositor's hits bear a star; i = inactive; x = no result given.

compound,GPR55 LPI antagonism,HIV fusion peptide,Myeloid diff MLP,LYP inhibition,PhoP inhibition,Rac1 GTP hydrolysis,Myeloid diff MLP GFP+ MAC1+ %,Siah-1 displacement,NTR1 agonist cell count 20 µM,GPR35 antagonists,NTR1 agonist
CN(C)c1oc(/C=C/c2cccs2)nc1S(=O)(=O)c1ccccc1,-6%,0.8%,i,-8%,7%,13%,0.6,4%,47,5%,-0.4
CC(=O)c1cccc(CN2CCN(CC=C(C)C)C(CCO)C2)c1 (configuration not stated),8%,0.8%,i,-12%,-4%,10%,0.5,-1%,62,-8%,-0.9
N#Cc1cc(C#N)c(SCC(=O)NCC2CCCO2)nc1N (configuration not stated),-7%,0.8%,i,-9%,4%,9%,0.3,1%,44,-9%,1.1
N#C/C(=C\c1ccc(-c2ccccc2[N+](=O)[O-])o1)C(=O)N1CCOCC1,4%,3.3%,i,-2%,-3%,5%,0.1,0%,37,-8%,-0.2
Cc1ccc(C(=O)NCc2ccco2)cc1[N+](=O)[O-],14%,0.5%,i,5%,14%,5%,0.2,5%,85,-14%,-2.1
COc1ccc(C2/C(=C(/O)c3ccccc3)C(=O)C(=O)N2C)cc1 (configuration not stated),12%,1.9%,i,-1%,-6%,3%,0.8,9%,46,-1%,2.1
CC1(C)CC(=O)/C(=C(/O)CCCN2C(=O)c3ccccc3C2=O)C(=NC(C)(C)C)C1,-10%,-1.9%,i,0%,3%,5%,1.5,8%,57,13%,-1.5
O=C(NCc1ccc(Cl)cc1Cl)C1CCN(S(=O)(=O)c2ccc3c(c2)OCCCO3)CC1,-8%,-1.8%,i,0%,-4%,8%,1.7,1%,41,3%,3.2
Cn1ccnc1SCC(=O)c1ccc(OC(F)F)cc1,6%,1.3%,i,-4%,-3%,6%,0.2,3%,48,2%,0.8
Cc1cc2cc3c(cc2nc1SCC(=O)N1CCOCC1)OCO3,1%,-0.7%,i,-2%,4%,12%,0.2,-2%,38,-5%,0.3

Of the compounds above, these contain a furan ring, fused or not.
compound,GPR55 LPI antagonism,HIV fusion peptide,Myeloid diff MLP,LYP inhibition,PhoP inhibition,Rac1 GTP hydrolysis,Myeloid diff MLP GFP+ MAC1+ %,Siah-1 displacement,NTR1 agonist cell count 20 µM,GPR35 antagonists,NTR1 agonist
N#C/C(=C\c1ccc(-c2ccccc2[N+](=O)[O-])o1)C(=O)N1CCOCC1,4%,3.3%,i,-2%,-3%,5%,0.1,0%,37,-8%,-0.2
Cc1ccc(C(=O)NCc2ccco2)cc1[N+](=O)[O-],14%,0.5%,i,5%,14%,5%,0.2,5%,85,-14%,-2.1

More entries.
compound,GPR55 LPI antagonism,HIV fusion peptide,Myeloid diff MLP,LYP inhibition,PhoP inhibition,Rac1 GTP hydrolysis,Myeloid diff MLP GFP+ MAC1+ %,Siah-1 displacement,NTR1 agonist cell count 20 µM,GPR35 antagonists,NTR1 agonist
O=S(=O)(c1ccccc1Cl)N1CCC(O)(c2ccc3c(c2)OCO3)CC1,16%,-1.4%,i,2%,-5%,9%,4.4,4%,62,-3%,1.6
CCN(C(=O)COC(=O)/C=C/c1ccc(S(=O)(=O)N2CCc3ccccc32)cc1)C1CCS(=O)(=O)C1 (configuration not stated),67%,-1.8%,i,-6%,-4%,x,0.6,0%,95,-5%,0.5
O=C(c1cc(=O)c2ccccc2o1)N1CCN(c2ccccc2F)CC1,4%,3.6%,i,8%,0%,8%,0.6,0%,62,-6%,2.4
NC(=O)c1c(N)sc(=S)n1CC1CCCO1 (configuration not stated),5%,-1.6%,i,0%,4%,5%,1.9,0%,84,-7%,2.2
COc1cccc(CCNC(=O)CC2C(=O)NCCN2Cc2ccc(Cl)c(F)c2)c1 (configuration not stated),-1%,6.1%,i,1%,6%,6%,0.3,-2%,36,-1%,-1.1
CCOC(=O)c1sc(NC(C)=O)cc1C,10%,-0.9%,i,4%,8%,2%,4.4,1%,64,-4%,1.1
CC(NC(=O)CCc1nnc(CCCc2ccccc2)o1)c1ccccc1 (configuration not stated),-3%,0.1%,i,-4%,-4%,9%,0.2,-4%,91,9%,-0.4
Cc1cc(C)c2cc(CN(Cc3cccnc3)C(=O)c3ccc(F)cc3)c(Cl)nc2c1,-4%,-3.3%,i,-7%,33%,-1%,1.9,2%,50,3%,1.0
Cc1cc(=O)n(CCC(=O)O)c2ccccc12,-3%,-0.8%,i,-2%,-9%,10%,0.4,-3%,44,15%,0.1
O=C(NC12CC3CC(CC(C3)C1)C2)C1CC(=O)N(c2ccc(Br)cc2)C1 (configuration not stated),-11%,-3.3%,i,-3%,4%,8%,0.4,6%,42,-12%,0.9
Cc1ccc(-n2ncc(C(=O)Nc3cc(Cl)ccc3C)c2C2CCNCC2)cc1C,14%,-1.2%,i,-5%,-1%,5%,0.1,0%,99,-1%,-0.2
C=CCC1(CC=C)CCCN1C(=O)CC1C(=O)NCCN1Cc1cccc(OC)c1 (configuration not stated),13%,1.2%,i,-8%,-8%,-1%,0.6,4%,24,6%,1.7
COC(=O)c1cccc2c1NC(=O)C2=O,1%,0.1%,i,-10%,4%,-3%,1.0,1%,48,-1%,-0.2
Cc1cc(C)cc(NC(=O)C(=S)NCc2ccccc2)c1,8%,-0.6%,i,-1%,-4%,6%,0.5,0%,57,2%,8.3
O=C(CSC(=S)N1CCCCC1)c1c(F)cccc1F,0%,-0.5%,i,-6%,-8%,8%,0.6,-3%,62,15%,2.7
O=C(COc1ccc2ccccc2c1)N1CCN(C(=O)c2cccnc2)CC1,-2%,-0.4%,i,-6%,-4%,8%,0.6,-1%,65,6%,-0.4
Cc1cc(C)cc(N(CC(=O)NC(C)(C)C)C(=O)CCC(=O)Nc2ccccn2)c1,2%,2.1%,i,-10%,-2%,5%,0.3,20%,60,0%,2.1
Cc1ccc2nc(SCC(=O)N3CC(C)OC(C)C3)nc(=O)n2c1 (configuration not stated),x,x,i,x,0%,11%,0.7,x,60,x,0.0
Cc1ccc(-c2n[nH]c(=S)n2/N=C/c2c(C)nn(-c3ccccc3)c2C)cc1,-4%,-0.1%,i,-11%,1%,-9%,0.7,1%,70,1%,15
C/C(=N\NC(=O)c1c(Br)c(C)nn1C)c1cccc(NC(=O)c2ccccc2F)c1,-25%,1.5%,i,-4%,-19%,9%,0.9,-3%,55,0%,2.4

Some of the entries so far, with each value named.
COC(=O)c1cccc2c1NC(=O)C2=O
  GPR55 LPI antagonism: 1% | HIV fusion peptide: 0.1% | Myeloid diff MLP: i | LYP inhibition: -10% | PhoP inhibition: 4% | Rac1 GTP hydrolysis: -3% | Myeloid diff MLP GFP+ MAC1+ %: 1.0 | Siah-1 displacement: 1% | NTR1 agonist cell count 20 µM: 48 | GPR35 antagonists: -1% | NTR1 agonist: -0.2
Cc1cc(C)cc(N(CC(=O)NC(C)(C)C)C(=O)CCC(=O)Nc2ccccn2)c1
  GPR55 LPI antagonism: 2% | HIV fusion peptide: 2.1% | Myeloid diff MLP: i | LYP inhibition: -10% | PhoP inhibition: -2% | Rac1 GTP hydrolysis: 5% | Myeloid diff MLP GFP+ MAC1+ %: 0.3 | Siah-1 displacement: 20% | NTR1 agonist cell count 20 µM: 60 | GPR35 antagonists: 0% | NTR1 agonist: 2.1

(more compounds)
compound,GPR55 LPI antagonism,HIV fusion peptide,Myeloid diff MLP,LYP inhibition,PhoP inhibition,Rac1 GTP hydrolysis,Myeloid diff MLP GFP+ MAC1+ %,Siah-1 displacement,NTR1 agonist cell count 20 µM,GPR35 antagonists,NTR1 agonist
OCCn1c(SCCOc2ccccc2F)nc2ccccc21,-5%,-0.8%,i,-1%,-3%,4%,1.2,1%,51,0%,-1.5
Cc1cc(C)c2nc(N3C(=O)C(O)=C(C(=O)c4ccco4)C3c3ccco3)sc2c1 (configuration not stated),13%,12µM*,i,1%,3%,26%,0.5,22%,56,3%,1.9
Cc1ccc(C)c(Cn2cnc3c(cnn3C(C)(C)C)c2=O)c1,4%,-1.4%,i,-12%,-5%,13%,1.0,-7%,57,11%,1.4
COc1cccc(C(=O)Nc2ccc(F)cc2F)c1,0%,-2.0%,i,-3%,8%,6%,3.1,13%,75,2%,-1.8
COC(=O)C1=CN(C)C=C(C(=O)OC)C1c1ccccc1Cl,3%,1.3%,i,-9%,0%,5%,1.2,6%,58,-20%,-2.3
NC(CO)(CO)COCc1ccccc1,2%,-2.1%,i,-2%,-3%,9%,0.1,-7%,61,9%,1.9
O=C(Nc1ccc2c(c1)OCO2)c1nn(-c2ccccc2)c(=O)c2ccccc12,-2%,3.6%,i,8%,-5%,-4%,0.6,1%,92,-4%,-1.9
O=C(O)CSCC(=O)N1CCCN(c2nc3ccc(Cl)cc3s2)CC1,14%,-0.4%,i,-6%,2%,6%,0.2,15%,54,4%,1.5
CCN(CC)c1ccc(C=Nc2ccccc2)c(O)c1,-18%,10%,i,-4%,8%,12%,1.1,-6%,43,-8%,0.3
C#CCNC(=O)C1=C[C@@H](c2ccc(Br)cc2)C[C@@H](OCc2ccc(CO)cc2)O1,14%,0.3%,i,-4%,-11%,8%,1.3,10%,x,-12%,-9.3
CC(=O)Nc1ccc(OC(=O)N2CCCC2)cc1,-14%,-0.1%,i,-9%,-7%,1%,1.1,-3%,68,6%,-0.2
Cc1ccc(NC(=O)COC(=O)COc2cccc3c2OC(C)(C)C3)cc1C,5%,-0.3%,i,-9%,0%,-4%,7.5,2%,68,6%,2.0
CN(c1cccc(NC(=O)c2ccccc2N(C)S(C)(=O)=O)c1)S(C)(=O)=O,3%,-0.8%,i,-4%,17%,7%,0.9,7%,92,0%,-0.5
CCn1c(=O)c2cc(C(=O)NCCN3CCOCC3)sc2c2ccccc21,-8%,12%,i,-8%,-1%,3%,2.7,2%,56,15%,0.4
c1cncc(Nc2c3ccccc3nc3ccccc23)c1,4%,-0.1%,i,-4%,15%,x,0.2,5%,97,0%,4.0
